# Screens from PubChem BioAssay.
# GPR55 beta-arrestin: selective activators of receptor GPR55 – imaging, U2OS cells, beta-arrestin-GFP redistribution, primary screen (AID 1961) | U2OS GPR55 beta-arrestin-GFP redistribution imaging; higher % means a stronger effect | activation, % at 10 µM; hits with a dose series show EC50 in µM | 0.048% of 290,000 active;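 active = activation above 40% with more than 50 cells counted in the well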;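 note: U2OS osteosarcoma cells stably expressing GPR55 and beta-arrestin-GFP; plate controls were DMSO negative control for no effect and LPI positive control for full effect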
# KOR beta-arrestin-1: kappa opioid receptor activators – cell-based, luminescence, uHTS, primary screen (AID 1777); KOR beta-arrestin recruitment, luminescence; higher % means a stronger effect; activation, % at 10 µM; hits with a dose series show EC50 in µM; 0.02% of 280,000 active; in the data active = activation above about 50%, passing the limit was not always enough; note: a part of the inactive calls stands beside numbers as strong as those of hits
# NTR1 ag: agonists of NTR1, primary screen, imaging, U2OS cells, beta-arrestin-GFP, high content (AID 493036) | P30989 | activation, % at 20 µM | NTR1-U2OS beta-arrestin-GFP spot imaging, agonist mode | 0.17% of 330,000 active;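 active = activation at or above 40% of the spot to cytoplasm intensity ratio, with at least 20 cells analyzed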;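 note: 0% = DMSO without peptide and 100% = 100 nM NTR1 peptide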
# Target sequence (P30989 whole entry, looked up): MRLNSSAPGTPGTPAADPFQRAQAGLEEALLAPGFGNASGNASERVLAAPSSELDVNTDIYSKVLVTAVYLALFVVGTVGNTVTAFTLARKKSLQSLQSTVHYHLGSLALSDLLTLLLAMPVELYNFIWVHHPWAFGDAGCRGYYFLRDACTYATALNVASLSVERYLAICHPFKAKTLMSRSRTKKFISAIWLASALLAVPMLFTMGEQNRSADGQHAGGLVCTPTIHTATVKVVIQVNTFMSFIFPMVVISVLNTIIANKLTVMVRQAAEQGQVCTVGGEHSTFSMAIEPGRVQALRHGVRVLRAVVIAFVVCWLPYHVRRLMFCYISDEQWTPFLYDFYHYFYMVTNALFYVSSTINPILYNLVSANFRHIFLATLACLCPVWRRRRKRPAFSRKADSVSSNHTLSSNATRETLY
# ER stress rescue: protection against thapsigargin-triggered cell killing – 384-well, CSM14.1, ATP luminescence, primary screen (AID 1222) | 190,000 tested, under 10 active | CSM14.1 thapsigargin-induced death rescue, ATP luminescence; higher % means a stronger effect | cellular ATP content (survival), % at 20 µM, or EC50 in µM where a hit was titrated;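 active = EC50 below 50 µM in the dose-response confirmation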;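 note: death triggered by thapsigargin at about 15 µM added after 2 h compound pretreatment; cell ATP read after overnight thapsigargin exposure of roughly 18 to 22 hours; normalized against plate controls of thapsigargin alone and 5% DMSO vehicle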
# TNAP activators: human TNAP enzyme activators, primary screen, biochemical, luminescent, no phosphate acceptor, uHTS (AID 1001); purified TNAP, luminescent activation assay, no phosphate acceptor; higher activation fold means a stronger effect; activation fold at 20 µM, or EC50 in µM where a hit was titrated; 0.03% of 200,000 active; in the data active = activation fold from about 3, or a potency from the dose series; inactive = the rest, 99 in 100 with activation fold below about 1.6; note: many of its hits are not listed in these tables
# Yfh1-depleted yeast: mitochondrial function rescue without frataxin homolog – Friedreich's ataxia, plus single-dose screen, dose response (AID 1465). 0.074% of 220,000 active. S. cerevisiae Yfh1-off respiration, WST-1 reduction, 72 h; higher fold induction means a stronger effect. fold induction at 50 µM, or EC50 in µM where a hit was titrated;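 active = fold induction of absorbance versus untreated yeast above a set limit, then at least 30% activation at any dose in follow-up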;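 note: activators that raise dye reduction in frataxin-depleted yeast; strong numbers were not always called active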
# KOR beta-arrestin-2: kappa opioid receptor blockers – cell-based, luminescence, uHTS (AID 1778); KOR beta-arrestin recruitment, luminescence, antagonist mode; higher % means a stronger effect; inhibition, % at 10 µM; hits with a dose series show IC50 in µM; 0.091% of 290,000 active; note: strong numbers were not always called active
# NOD1 NF-kB reporter: NOD1 signaling inhibitors, primary screen, cell-based, luminescence, uHTS (AID 1578). inhibition, % at 4 µM; hits with a dose series show EC50 in µM. 1% of 290,000 active. NOD1-driven NF-kB luciferase reporter cells, luminescence; higher % means a stronger effect; in the data active = inhibition mostly above about 36%, no sharp cut-off; inactive = mostly below about 34%;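 note: HEK-293T reporter cells stimulated with the NOD1 agonist gamma-tri-DAP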
# NOD2 inhibition: inhibition of NOD2-driven NF-kB reporter – cell-based, luminescence, uHTS, HEK293 (AID 1566). HEK293 NOD2/NF-kB luciferase reporter, luminescence; higher % means a stronger effect. 0.63% of 290,000 active. inhibition, % at 4 µM; hits with a dose series show EC50 in µM; note: many of its hits are not listed in these tables
# NTR1 ag cell count 20 µM: further read-out of NTR1 ag, marked with its call; cell count; measured here: cell count, cytotoxicity flag
# * marks the source's active call; other numbers are inactive results; i = inactive; · = no result given; [ ] = another dose, or the depositor's remark. Cut-off read from the data, not from the text of the source, unless noted: active = inhibition above about 50%; inactive = the rest. This is a subset; the hit share may differ from the screen's.
SMILES,GPR55 beta-arrestin,KOR beta-arrestin-1,NTR1 ag,NTR1 ag cell count 20 µM,ER stress rescue,TNAP activators,Yfh1-depleted yeast,KOR beta-arrestin-2,NOD1 NF-kB reporter,NOD2 inhibition
CCOc1ccc(N(CC(=O)NCCc2ccc(OC)cc2)S(C)(=O)=O)cc1,0.2%,·,0.2,40,-0.9%,1.1,i,-3%[20 µM],-37%,-1%
COc1cccc(OCc2cc(C(=O)NCC3CCCCC3)no2)c1,0.1%,-4.3%,0.1,81,·,·,·,0%,-22%,-6%
O=S(=O)(NCc1ccccn1)c1cc(C(F)(F)F)ccc1Cl,0.2%,-2.3%,0.2,26,2.5%,1.1,i,18%,-12%,7%
CCOC(=O)N1CCN(C(=O)c2cc3c(s2)-c2c(C)cccc2OC3)CC1,-0.1%,-1.7%,0.7,59,·,·,·,-36%,-9%,12%
Cc1cc(-c2ccccc2)nc(N/N=C/c2ccccc2F)n1,-0.3%,-3.9%,7.6,52,·,·,·,-21%[20 µM],18%,-64%
COc1cccc(-n2ccnc2SCC(=O)Nc2cc(OC)ccc2OC)c1,0.7%,-0.4%,-0.3,44,5.2%,1.1,i,-20%,-13%,14%
Cc1cc(C(=O)COC(=O)c2ccc[nH]c2=O)c(C)n1C,0.6%,0.0%,3.4,59,-3.9%,1.1,i,22%,3%,-4%
CCOc1ccccc1CNCCN1CCOCC1,-0.2%,1.7%,-0.3,53,5.0%,1.1,i,-22%,4%,5%
COc1ccccc1CNC(=O)CCc1cn(C)c2ccccc12,-0.1%,-3.3%,1.0,78,·,·,·,-22%,0%,5%
CCc1cccc(CC)c1NC(=O)COC(=O)c1ccc2c(c1)S(=O)(=O)c1ccccc1C2=O,-0.1%,5.1%,1.2,39,1.2%,1,i,26%,-22%,8%
COc1cccc(CNCCNC(=O)c2ccco2)c1OC,0.6%,6.1%,-1.3,79,-0.3%,0.8,i,47%,12%,3%
COc1cc(CN2CCN(C3CCC3)CC2CCO)cc(OC)c1 (configuration not stated),0.4%,-4.0%,-0.4,55,·,·,·,-31%[20 µM],-13%,-18%
Nc1c(C(=O)NC2CC2)c2nc3ccccc3nc2n1-c1ccc2c(c1)OCO2,-0.2%,3.4%,1.1,62,-3.2%,1.2,i,-41%,-5%,17%
CC(C)c1nnc(NC(=O)CCC(=O)NCc2ccco2)s1,-0.2%,-3.4%,0.5,39,-3.7%,1,i,-21%,-14%,5%
CCN(Cc1nc(-c2ccc(OC)cc2)no1)C(=O)c1ccc2c(c1)OCO2,-0.1%,5.4%,-0.5,55,·,·,·,-22%,4%,8%
Cc1ccc(S(=O)(=O)N(CC(=O)O)Cc2ccco2)cc1,-0.1%,2.4%,-0.2,53,·,·,i,18%,-4%,20%
Cc1ccc(NC(=O)C2CCCN2S(=O)(=O)c2cccc3cccnc23)cc1F (configuration not stated),-0.1%,-3.8%,-1.7,48,·,1.1,i,-22%,-11%,6%
CN1C(=O)C(O)(CC(=O)/C=C/C=C/c2ccccc2)c2ccccc21 (configuration not stated),-0.4%,-0.1%,1.7,54,-3.5%,1.1,i,10%,26%,-9%
O=C(CSc1nnc(-c2ccccn2)n1Cc1ccccc1)NC1CCCC1,0.2%,30%,0.0,56,-0.9%,1.1,·,-4%,-1%,-1%
COC(=O)N/N=C1\CCCc2ccccc21,0.7%,-3.9%,-1.9,51,0.2%,1.1,i,-6%,-28%,4%
Cc1ccc(-c2csc(NC(=O)c3ccno3)n2)cc1,-0.1%,-6.8%,-1.0,80,-0.8%,1.2,i,-29%,-12%,-1%
O=C(Cn1c(-c2ccccn2)nc2ccccc21)NCCN1CCOCC1,-0.2%,·,-0.3,52,-1.6%,1.2,i,·,-13%,17%
NC(=O)c1ncn([C@@H]2O[C@H](CO)[C@@H](O)[C@H]2O)n1,-0.1%,-3.0%,3.6,64,0.4%,1.1,i,-2%,-2%,14%
COc1ccccc1S(=O)(=O)Nc1ccc(-c2nnc3n2CCCCC3)cc1,0.2%,5.0%,-2.3,32,0.5%,1.1,i,-28%,17%,0%
COc1ccc(C(=O)Nc2ccccc2-c2nnn(CC(=O)N3CCOCC3)n2)cc1,-0.1%,·,0.3,109,-0.1%,1,i,-11%[20 µM],-19%,13%

# More structures
SMILES,GPR55 beta-arrestin,KOR beta-arrestin-1,NTR1 ag,NTR1 ag cell count 20 µM,ER stress rescue,TNAP activators,Yfh1-depleted yeast,KOR beta-arrestin-2,NOD1 NF-kB reporter,NOD2 inhibition
CN1CCN(C(=O)C2CCN(c3ncc(C(F)(F)F)cc3Cl)CC2)CC1,-0.1%,-3.8%,0.2,30,-0.9%,1.1,i,21%[20 µM],-18%,24%
CC(C)C(=O)Nc1nc2c(c(=O)[nH]1)CCCC2,0.1%,-2.7%,-0.9,40,·,1.1,i,22%,-34%,13%
Oc1c(Cl)cc(Cl)cc1C=Nc1ccc(Br)cc1,-0.1%,-0.3%,2.8,47,-0.4%,0.8,i,20%,6%,17%
O=C(CCc1ccccc1)Nc1ccnn1C1CCN(Cc2ncc[nH]2)CC1,0.2%,-1.0%,0.2,55,·,·,·,15%,-13%,20%
Cc1cc(C)nc(Nc2ccccc2Br)n1,0.3%,-3.9%,-0.8,77,1.3%,1,·,-3%,-5%,28%
CC(=O)Nc1ccc(S(=O)(=O)Nc2ccc(F)c([N+](=O)[O-])c2)cc1,-0.1%,·,0.7,41,-2.2%,1,i,23%[20 µM],-22%,1%
CC(C)C(NS(=O)(=O)c1cccs1)C(=O)N(C)Cc1ccccc1 (configuration not stated),-0.1%,-2.6%,0.6,48,0.2%,1.1,i,8%,6%,10%
COc1ccc2cc(C#N)c(Cl)nc2c1,0.3%,·,0.1,33,0.5%,1,i,-11%[20 µM],-30%,-9%
O=C(N/N=C/c1ccc(O)cc1)/C(=C/c1ccccc1)CCO,-0.2%,4.6%,-0.9,61,1.5%,0.9,i,20%,-35%,-9%
CCCn1c(=O)c(C(=O)NCCc2ccc(Cl)cc2)c(O)c2ccccc21,-0.2%,-0.2%,0.3,58,·,·,·,14%,36%,17%
CN(CC(O)COc1ccc2ccccc2c1)C1CCCCC1 (configuration not stated),0.4%,-3.0%,0.1,61,·,·,·,8%,-2%,3%
CC(=O)NC(c1ccc([N+](=O)[O-])cc1)c1c(O)ccc2ccccc12 (configuration not stated),-0.1%,-16%,0.0,84,-1.6%,1.1,i,-26%[20 µM],-13%,19%
Cc1nc(NC(=O)/C=C/c2ccccc2)sc1C(=O)Nc1cccc(Cl)c1,0.3%,5.2%,3.8,59,0.9%,1.1,i,18%,-29%,11%
N=c1c2ccccc2nnn1-c1cccc(C(F)(F)F)c1,-0.3%,0.2%,-0.1,57,-0.6%,1.1,i,20%,-1%,2%
O=C(COc1ccccc1F)N1CCc2ccccc2C1,-0.1%,·,-1.7,84,1.8%,1,i,2%[20 µM],-26%,-14%
Cc1cc(C)nc(N2CCCC(C(=O)Nc3nc4ccc(S(C)(=O)=O)cc4s3)C2)n1 (configuration not stated),-0.1%,-2.2%,8.7,51,·,1,i,-1%,10%,7%
CC(=O)NS(=O)(=O)c1ccc(NC(=O)c2ccc(-n3nc(C)cc3C)cc2)cc1,-0.4%,-4.6%,-1.1,86,-0.2%,1.1,i,10%,-8%,16%
Cn1c(SCC(=O)c2ccccc2)nnc1C1CC1,-0.3%,2.1%,-0.6,71,0.0%,1.1,i,-9%,-18%,4%
COc1ccc(NC(=O)c2ccc3[nH]c(C)c(C)c3c2)c(OC)c1,-0.2%,2.2%,10,99,·,·,·,20%,-4%,34%
O=C(c1ccc(F)cc1)N1CCN(c2ncccn2)CC1,-0.4%,-3.9%,-1.8,82,-2.1%,1,i,20%,-12%,-7%
CCCC1(C(=O)OC)NC(c2cccc(F)c2)C2C(=O)N(CC)C(=O)C21 (configuration not stated),-0.1%,-2.2%,-0.2,94,0.1%,1.1,i,16%,5%,8%
Cc1ccc(C)c(N2CCN(C(=O)Cn3ncc4c([nH]c5ccc(C)cc54)c3=O)CC2)c1,-0.1%,-4.3%,-0.1,71,·,·,·,-40%,-35%,2%
CC(=O)n1cc([C@H]2C=C(C(=O)NCc3ccccc3)O[C@@H](OCCCCO)C2)c2ccccc21,0.1%,-1.7%,0.7,74,1.5%,1,i,-8%,-15%,8%
Cc1cc(NC(=O)CSc2nnc(C)n2-c2ccccc2)no1,-0.2%,-2.1%,1.4,34,-0.3%,1,i,-10%,-28%,6%
C/C(=N/NC(=O)c1ccncc1)c1ccc(NC(=O)c2ccccc2)cc1,-0.2%,-2.3%,1.7,52,·,·,·,-1%,-9%,1%

# (cont.)
SMILES,GPR55 beta-arrestin,KOR beta-arrestin-1,NTR1 ag,NTR1 ag cell count 20 µM,ER stress rescue,TNAP activators,Yfh1-depleted yeast,KOR beta-arrestin-2,NOD1 NF-kB reporter,NOD2 inhibition
CSC1=NCCN1C(=O)c1ccc(Br)o1,0.3%,2.9%,10,40,-2.6%,1.1,i,-42%,10%,-11%
Cc1sc(N/N=C/C=C/c2ccccc2)nc1-c1ccccc1,0.0%,-1.9%,-0.4,89,-1.5%,1.2,i,6%,-26%,2%
Cc1ccc(C(=O)/C=C/c2ccc(-c3ccc(C)cc3)o2)cc1,0.6%,13%,5.9,54,-1.5%,1,i,1%,17%,-14%
O=C(NCc1ccco1)c1cc(-c2ccccn2)nc2ccccc12,0.6%,6.6%,-0.2,54,0.1%,1.2,i,7%,4%,1%
C/C(=N\NC(=O)Cc1cccn1C)c1cccs1,0.2%,6.3%,1.4,53,-4.7%,1.1,i,23%,-48%,4%
CCCn1c(-c2ccc[nH]c2=O)nc2ccccc21,-0.2%,0.3%,-1.5,83,-0.4%,1.1,i,1%,12%,-7%
Cc1cnc(C(=O)NC2CCSc3ccccc32)cn1 (configuration not stated),-0.1%,-2.9%,0.4,67,·,·,·,12%,-13%,9%
CC(C(=O)N(C)C1CCS(=O)(=O)C1)N1C(=O)/C(=C/c2ccco2)SC1=S (configuration not stated),-0.2%,0.0%,1.3,53,·,·,·,-22%,-31%,10%
Cc1c(Nc2nc3ccccc3nc2NS(=O)(=O)c2cccc(Cl)c2)c(=O)n(-c2ccccc2)n1C,-0.2%,-1.3%,0.7,78,-1.9%,1,i,-14%,-14%,17%
O=C(c1ccc(S(=O)(=O)N2CCCCC2)cc1)N1CCCc2ccccc21,0.0%,-2.2%,-0.4,73,-1.6%,1.1,i,45%,·,-18%
COc1ccc(N2CCN(S(=O)(=O)c3c(C)[nH]c(C)c3C(=O)N3CCCCC3)CC2)cc1,-0.3%,-2.8%,-0.1,62,·,·,·,-4%,-2%,6%
COc1ccc(CN(Cc2cccnc2)S(=O)(=O)c2ccc(-n3cnnn3)c(OC)c2)cc1,-0.1%,2.9%,2.2,53,·,·,·,-35%,-30%,17%
COC(=O)c1nn(-c2ccccc2)c(Sc2ccc(Cl)cc2)c1/C=N/O,-0.3%,-1.5%,8.3,53,1.9%,1.1,i,13%,0%,-2%
COc1ccc(N2CCN(C(=O)c3ccccc3Br)CC2)c([N+](=O)[O-])c1,-0.1%,-2.0%,-0.7,63,1.2%,1,i,13%,6%,-2%
